# Y pestis TopoI: blocks Yersinia pestis topoisomerase I activity; Y. pestis Topo-I cleavage product accumulation, plate reader; activity, % at 10 µM; actives 0.064% (n = 360,000); in the data active = activity above about 50%, passing the limit was not always enough; also: inactives centre near 2
# BH1578 lux ind: induces V. cholerae light production without autoinducers; AID 588436; V. cholerae BH1578 lux reporter, luminescence, 6 h; actives 0.16% (n = 350,000); activation, % at 18.7 µM; in the data active = activation mostly above about 9.7%, no sharp cut-off; also: not every result past the cut was called active; inactives centre near 0; reference of the scale not given here
# DUSP3 inh: DUSP3 (human) phosphatase inhibition. recombinant VHR phosphatase, pNPP absorbance. inhibition, % at 13.3 µM. actives 0.52% (n = 290,000). AID 1654; in the data active = inhibition above about 50%; also: some compounds called inactive have numbers as strong as hits
# BoNT-A LC inh2: BoNT A light chain protease inhibition; multiplex microsphere protease substrate cleavage, flow cytometry; actives 0.17% (n = 360,000); inhibition, % at 10 µM; also: plate controls were buffer without enzyme for full effect and enzyme alone for no effect
# TcdB GH inh: TcdB glycohydrolase inhibition. P18177. TcdB glycohydrolase enzymatic assay, plate reader. inhibition, % at 9.99 µM. actives 0.24% (n = 350,000). AID 652162; in the data active = inhibition above about 10%
# Target sequence (P18177 whole entry, looked up): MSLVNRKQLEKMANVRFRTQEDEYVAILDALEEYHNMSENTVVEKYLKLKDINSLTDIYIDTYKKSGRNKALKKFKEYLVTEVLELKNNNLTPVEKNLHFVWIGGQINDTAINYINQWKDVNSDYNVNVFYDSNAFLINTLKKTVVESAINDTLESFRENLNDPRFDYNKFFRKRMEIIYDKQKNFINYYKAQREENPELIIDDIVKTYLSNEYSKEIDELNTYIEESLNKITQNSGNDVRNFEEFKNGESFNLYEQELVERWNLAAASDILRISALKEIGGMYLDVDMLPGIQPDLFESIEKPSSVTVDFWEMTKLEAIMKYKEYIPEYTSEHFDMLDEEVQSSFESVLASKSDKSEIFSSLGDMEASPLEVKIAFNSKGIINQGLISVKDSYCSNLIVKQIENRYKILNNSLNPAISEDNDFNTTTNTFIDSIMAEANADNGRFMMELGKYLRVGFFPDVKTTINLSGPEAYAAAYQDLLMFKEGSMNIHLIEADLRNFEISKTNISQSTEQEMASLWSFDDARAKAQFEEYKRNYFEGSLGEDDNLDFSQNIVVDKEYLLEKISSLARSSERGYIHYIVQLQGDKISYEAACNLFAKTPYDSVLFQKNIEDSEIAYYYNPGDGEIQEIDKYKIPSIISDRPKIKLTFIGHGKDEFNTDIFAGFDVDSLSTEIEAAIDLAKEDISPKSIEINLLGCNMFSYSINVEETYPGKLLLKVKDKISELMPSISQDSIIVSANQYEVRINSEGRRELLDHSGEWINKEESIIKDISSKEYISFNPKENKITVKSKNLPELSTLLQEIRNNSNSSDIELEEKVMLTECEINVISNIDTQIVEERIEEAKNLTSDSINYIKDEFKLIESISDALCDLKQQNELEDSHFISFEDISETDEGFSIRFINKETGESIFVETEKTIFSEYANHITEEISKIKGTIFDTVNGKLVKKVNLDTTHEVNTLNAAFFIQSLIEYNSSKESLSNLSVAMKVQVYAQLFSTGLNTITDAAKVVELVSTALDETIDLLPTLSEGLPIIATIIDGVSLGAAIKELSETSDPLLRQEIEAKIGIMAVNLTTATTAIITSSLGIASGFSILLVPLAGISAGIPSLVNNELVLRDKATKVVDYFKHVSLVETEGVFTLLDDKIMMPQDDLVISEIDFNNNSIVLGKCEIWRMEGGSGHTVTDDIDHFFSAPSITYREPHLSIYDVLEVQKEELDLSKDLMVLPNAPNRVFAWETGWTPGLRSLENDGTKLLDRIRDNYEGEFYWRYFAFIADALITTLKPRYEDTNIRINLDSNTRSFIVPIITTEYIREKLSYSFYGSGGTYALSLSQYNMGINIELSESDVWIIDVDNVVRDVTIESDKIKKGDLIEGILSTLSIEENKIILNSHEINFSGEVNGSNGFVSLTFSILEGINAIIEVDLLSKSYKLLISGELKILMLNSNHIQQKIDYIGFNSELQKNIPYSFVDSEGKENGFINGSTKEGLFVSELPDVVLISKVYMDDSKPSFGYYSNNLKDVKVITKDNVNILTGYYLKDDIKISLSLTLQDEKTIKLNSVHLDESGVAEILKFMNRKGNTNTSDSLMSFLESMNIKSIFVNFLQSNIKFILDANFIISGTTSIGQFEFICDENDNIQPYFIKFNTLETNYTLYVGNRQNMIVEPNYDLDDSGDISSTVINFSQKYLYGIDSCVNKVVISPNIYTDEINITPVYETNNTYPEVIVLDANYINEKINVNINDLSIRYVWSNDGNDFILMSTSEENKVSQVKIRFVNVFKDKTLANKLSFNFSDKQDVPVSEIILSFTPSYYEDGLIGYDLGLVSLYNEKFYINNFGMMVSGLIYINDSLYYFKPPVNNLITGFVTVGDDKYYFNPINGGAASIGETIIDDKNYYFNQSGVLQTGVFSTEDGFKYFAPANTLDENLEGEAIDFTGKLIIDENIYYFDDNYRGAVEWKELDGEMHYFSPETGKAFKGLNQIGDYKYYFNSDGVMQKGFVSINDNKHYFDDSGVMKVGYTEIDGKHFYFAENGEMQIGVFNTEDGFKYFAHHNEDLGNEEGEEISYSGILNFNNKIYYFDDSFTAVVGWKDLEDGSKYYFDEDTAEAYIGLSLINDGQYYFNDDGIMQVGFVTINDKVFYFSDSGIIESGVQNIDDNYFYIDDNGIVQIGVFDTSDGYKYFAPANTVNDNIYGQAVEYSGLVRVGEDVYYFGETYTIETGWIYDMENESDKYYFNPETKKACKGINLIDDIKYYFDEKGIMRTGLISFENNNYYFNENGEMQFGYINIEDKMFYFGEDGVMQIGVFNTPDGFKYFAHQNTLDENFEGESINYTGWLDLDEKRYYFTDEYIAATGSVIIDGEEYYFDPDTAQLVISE
# CCHFV vOTU inh: blocks the CCHF virus ovarian tumor domain protease | CCHFV vOTU protease, Pep-AMC fluorescence | inhibition, % at 11.5 µM | actives 0.55% (n = 370,000); in the data active = inhibition above about 30%; also: 0% = vehicle wells with enzyme and 100% = no enzyme wells
# 3CLpro inhibitor: SARS-CoV 3CLpro protease inhibition; recombinant SARS-CoV 3CLpro, quenched FRET peptide cleavage; P0C6X7; actives 0.14% (n = 290,000); inhibition, % at 6 µM; in the data active = inhibition above about 12%
# PriA SSB inh: K. pneumoniae PriA-SSBct interaction inhibition. AlphaScreen SSBct-PriA binding, biotinylated peptide. inhibition, % at 33 µM. actives 0.6% (n = 430,000); in the data active = inhibition mostly above about 37%, no sharp cut-off; inactive = mostly below about 20%;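 also: plate controls were negative control peptide for no effect and reference peptide for full effect; strong numbers were not always called active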
# PfHsp40 rescue: compounds rescuing yeast from Plasmodium falciparum HSP40 toxicity; actives 0.68% (n = 340,000); AID 504582; growth rescue, % at 12.5 µM; S. cerevisiae expressing PfHsp40, growth rescue, ATP luminescence; in the data active = growth rescue above about 28%, passing the limit was not always enough;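 also: yeast W303a lacking pdr1 and pdr3 grown in galactose medium; growth measured after three days at 30 °C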
# Anthrax LF prot: anthrax lethal factor protease inhibition | multiplex microsphere protease cleavage assay, LF | P15917 | inhibition, % at 10 µM | actives 0.12% (n = 360,000); also: plate controls were buffer without enzyme for full effect and enzyme alone for no effect
# * = called active by the depositor; i = inactive; · = not tested or not shown. Rule as the data show it, unless noted: active = inhibition above about 30%; inconclusive = no clear call, values can overlap the other calls; inactive = below that.
SMILES,Y pestis TopoI,BH1578 lux ind,DUSP3 inh,BoNT-A LC inh2,TcdB GH inh,CCHFV vOTU inh,3CLpro inhibitor,PriA SSB inh,PfHsp40 rescue,Anthrax LF prot
CCOc1cc(C(=O)CCC(=O)OCC(=O)N2c3ccccc3NC(=O)C2(C)C)ccc1O,10,1.2,15,0.4,·,-1,-1,4,-1.5,-10
O=C(Nc1nc2c(s1)CCCC2)c1cc(-c2ccncc2)nc2ccccc12,-2,-0.2,7,5.0,·,12,1,-4,1.0,-11
C=CCNC(=O)c1cc2nc(C3CC3)cc(C(F)F)n2n1,-8,-0.2,12,15,1.5,-11,0,-8,-0.6,-14
O=C1NC(=O)C(C2CCOC2=O)N1 (stereo unspecified),-8,i,·,-0.1,0.7,-3,·,·,·,-5
CC[C@]12c3[nH]c4cc(CCC(=O)N(C)C)ccc4c3CCN1C(=O)[C@@H](CC(=O)NCc1cccc(C(F)(F)F)c1)C[C@@H]2C(=O)N1CCN(C(=O)C2CC2)CC1,36,-0.7,·,-0.3,1.9,-5,·,12,0.4,-4
CCCCNc1c2c3c(cccc3n(C)c1=O)C(=O)c1ccccc1-2,15,-6.5,22,74*,·,·,-79,-56,8.3,56*
CSc1ncc(CN2CCc3c([nH]c4ccccc34)C2c2cccc(O)c2)cn1 (stereo unspecified),-10,i,12,0.1,-1.1,14,0,3,-0.4,-7
Cc1ccc(Oc2coc3cc(OC(=O)c4cccs4)ccc3c2=O)cc1,-1,i,35,0.7,·,-16,-5,-26,1.8,-2
COc1cc(-c2cc(-c3nnco3)c3ccccc3n2)cc(OC)c1OC,4,2.4,22,0.5,1.2,21,-5,-3,-2.1,-1
COc1ccccc1NC(=O)C(C)OC(=O)C1COc2ccccc2O1 (stereo unspecified),3,i,·,-0.1,1.3,4,·,-7,-0.7,-2
CC(C)(C)NC(=O)c1nn2c(C(F)(F)F)cc(-c3ccccc3)nc2c1Br,0,-0.7,18,6.3,0.3,-13,0,-4,-1.9,-17
Cc1ccccc1-c1cc2nc(NCc3ccc4occc4c3)n(C)c(=O)c2s1,24,-0.1,·,0.2,-2.2,13,·,·,·,1
CCOc1cccc(C(=O)N/N=C/c2ccoc2)c1,6,3.4,4,0.4,0.0,-10,-1,·,1.6,-3
CCOc1cccc2sc(N(CCN(C)C)C(=O)CCS(=O)(=O)c3ccccc3)nc12,25,-1.7,22,0.7,1.2,2,-4,-23,-0.7,0
O=C(CSC1=Nc2ccccc2C2CC=NN12)Nc1ccc2c(c1)OCO2 (stereo unspecified),24,-0.6,14,1.0,0.8,12,2,-7,-1.0,0
CC(C)=CC(=O)OCC(=O)Nc1ncc(Cl)c(C)c1Cl,-1,-0.4,38,0.5,·,-10,2,-1,0.2,-1
Cc1cc(C(=O)Cn2cnc3cc(F)ccc3c2=O)c(C)n1C1CC1,3,i,·,-1.6,1.6,-2,·,1,0.7,-4
CC(C)Nc1nc(NC(C)(C)C)nc(Oc2ccc(=O)n(C)n2)n1,1,0.6,13,0.4,-0.6,-13,-2,2,-0.5,-1
CC(C)CC(NC(=O)C(NC(=O)C(Cc1ccc(OCc2ccccc2)cc1)NC(=O)OC(C)(C)C)C(C)C)C(N)=O (stereo unspecified),20,-0.3,5,-0.2,·,2,0,-4,-0.8,0
COc1ccc(C(c2sc3nc(C)nn3c2O)N2CC(C)OC(C)C2)cc1OC (stereo unspecified),1,-0.2,35,-0.3,0.7,0,4,-8,0.8,15
Cc1ccn(CC(=O)NC2CCCN(Cc3ccccc3F)C2)n1 (stereo unspecified),-8,-2.9,·,0.5,1.4,6,·,·,·,4
O=C(Nc1ccc2c(c1)C(=O)NC2=O)c1cc(Cl)ccc1Cl,-7,-0.2,25,-0.2,0.5,-21,-4,-3,-1.8,-3
O=C(O)/C=C/C(=O)NCc1cn(-c2ccccc2)nc1-c1cccc(Br)c1,4,-0.2,12,-1.4,0.6,-2,2,-4,-0.4,-2
Cc1csc(NC(=O)Cc2ccc(Br)cc2)n1,4,i,18,-1.0,-5.3,7,0,-6,0.6,20
CCCOc1ccc(-c2nc[nH]c2[N+](=O)[O-])cc1,-1,-0.7,13,-0.4,1.1,-10,4,-9,-0.4,-4
CC1CCN(S(=O)(=O)c2ccc(NC(=S)NC(=O)c3ccc(Cl)cc3)cc2)CC1,-3,-0.4,25,0.4,·,14,2,2,0.1,-1
COc1ccc(NC(=O)CN(C)C(=O)c2ccc(COc3ccccc3)cc2)cc1,15,i,·,0.5,1.5,-5,·,2,2.6,2
COc1cccc(NC(=O)C(=O)N/N=C/c2cc(C)n(-c3ccc(Cl)c(Cl)c3)c2C)c1,-1,i,19,0.0,0.3,-6,-1,·,-1.1,-6
C#CCNc1c(C)c(C)nc2ncnn12,-5,-2.7,-10,-3.8,·,-15,3,-11,-0.1,-1
Cc1sc2ncnc(SCC(=O)N3CCCC(C(N)=O)C3)c2c1C (stereo unspecified),-10,i,·,-5.3,-0.8,-9,·,-8,-1.7,-2

# Part of the list above, reduced to BoNT-A LC inh2, CCHFV vOTU inh and DUSP3 inh:
smiles	BoNT-A LC inh2	CCHFV vOTU inh	DUSP3 inh
Cc1ccccc1-c1cc2nc(NCc3ccc4occc4c3)n(C)c(=O)c2s1	0.2	13	·
Cc1cc(C(=O)Cn2cnc3cc(F)ccc3c2=O)c(C)n1C1CC1	-1.6	-2	·
CCOc1cc(C(=O)CCC(=O)OCC(=O)N2c3ccccc3NC(=O)C2(C)C)ccc1O	0.4	-1	15

# The listing continues:
SMILES,Y pestis TopoI,BH1578 lux ind,DUSP3 inh,BoNT-A LC inh2,TcdB GH inh,CCHFV vOTU inh,3CLpro inhibitor,PriA SSB inh,PfHsp40 rescue,Anthrax LF prot
CCC(=O)N1c2ccc(S(=O)(=O)N(CCO)Cc3ccccc3)cc2CC1C (stereo unspecified),21,-8.0,26,-1.3,·,-1,6,-7,-0.2,-2
O=C(CSc1nc2ccccc2c(=O)n1NC(=O)c1ccccc1)c1ccccc1,3,3.6,21,-0.4,·,-1,3,6,1.0,-5
CN(C(=O)c1ccc(NC(=O)Cc2ccc(NC(=O)C3CCCN(C(=O)C4CC4)C3)cc2)cc1)C1CC1 (stereo unspecified),-8,-0.8,·,0.5,0.1,-10,·,-12,-0.2,-6
COc1ccc(Cl)cc1NC(=O)CN(C)C(=O)c1cc(-c2cccs2)nn1-c1ccccc1,36,-5.0,·,1.7,0.4,-4,·,3,1.5,0
Clc1ccc(-c2nc3ncccn3c2Nc2ccc3c(c2)OCCO3)cc1,-7,i,27,0.2,·,-12,1,-5,-0.9,-2
O=C(NCCN1CCCCC1)c1cc(Cl)ccc1Cl,13,i,20,-1.9,-0.3,-8,2,0,-0.3,-8
COc1ccc(C2c3cc(OC)c(OC)cc3CC3C(=O)OCC32)cc1OC (stereo unspecified),-5,0.8,·,-0.4,-0.9,14,·,-7,-1.5,-7
COc1ccc(Nc2ccccc2)c(C)c1,0,-1.3,0,1.5,1.9,·,1,8,-0.3,-2
Cc1cc(C)c(C)c(OCCOCCNCc2ccccc2)c1,2,-0.4,4,0.1,0.3,9,1,3,0.2,-1
O=C(O)c1ccc(-n2nncc2-c2ccco2)cc1,-2,-0.2,26,1.7,0.0,2,0,0,0.7,0
OCCN1CCN(c2ncnc3c2ncn3[C@H]2CN(Cc3ccncc3)C[C@@H](CO)O2)CC1,6,-0.5,·,-0.7,-0.3,10,·,·,·,-5
CC1(C)C(=O)Nc2ccccc2N1C(=O)COc1ccc(S(=O)(=O)N2CCOCC2)cc1Cl,-5,0.2,3,0.7,·,0,-3,-9,0.0,-1
CC(C)(C)N(NC(=O)Nc1ccccc1)C(=O)c1ccccc1Cl,-5,-0.2,24,-0.2,·,0,1,-5,2.0,-5
CC1(C(=O)Nc2cccc(C(F)(F)F)c2)Cc2c(-c3cccc(C(N)=O)c3)ccnc2O1 (stereo unspecified),-7,i,·,0.3,1.9,7,·,·,·,-3
CS(=O)(=O)N1CCN(c2ccccc2NC(=O)c2cccnc2Cl)CC1,0,i,8,-0.5,·,4,2,2,1.5,-9
N/C(=N\OC(=O)c1cccc(Br)c1)c1ccccn1,-2,-0.8,24,0.9,2.5,14,0,i,-0.8,-1
COc1cccc(OC)c1C(=O)NC(=S)Nc1ccc(S(=O)(=O)Nc2nccs2)cc1,39,-0.2,18,-0.5,-0.1,5,2,-2,1.1,-2
COc1ccc(C(=O)N/C(=C\c2ccco2)C(=O)NCc2cccnc2)cc1,0,i,2,0.2,·,·,-3,-1,-1.1,-1
CCCN=C1CC(C)(C)CC(=O)/C1=C(/O)CCCN1C(=O)c2ccccc2C1=O,-3,-2.4,20,-0.4,-0.4,6,2,·,-0.1,-2
O=C(CSCc1ccccc1Cl)NNC(=S)Nc1ccccc1,3,-0.2,20,-1.1,-0.6,0,8,2,7.6,-3
O=C(CSc1nc2ccccc2c(=O)n1CC1CCCO1)Nc1ccccc1Cl (stereo unspecified),29,-0.2,45,1.7,0.1,-2,2,-4,-1.0,3
CC(=O)c1ccc2c(c1)OCO2,-2,-0.6,4,-0.9,-4.5,4,8,5,-0.6,-1
CCOC(=O)N1CCC(NC(=O)c2ccc(CS(=O)(=O)c3ccccc3C)o2)CC1,2,-0.4,-23,-0.4,0.3,0,0,-12,-1.6,-11
CCOC(=O)c1cnc(-c2ccccc2)nc1N1CCOCC1,-6,-0.2,13,0.8,0.7,11,1,-19,-0.3,-2
O=C(CCc1ccccc1)Nc1cc(C(F)(F)F)ccc1Cl,3,i,28,-1.1,·,20,2,-22,4.4,-1
COc1ccc(CNC(=O)C2CCCC2)cc1,-6,-0.5,·,-0.8,1.2,-7,·,-8,-1.2,3
O=C(O)c1ccc(/C=N/Nc2ccc(S(=O)(=O)N3CCCC3)cc2[N+](=O)[O-])cc1,7,i,6,0.7,1.8,8,3,i,0.0,-10
O=C(CC1SC(=NCc2ccccc2)NC1=O)Nc1ccccc1 (stereo unspecified),1,i,42,0.5,1.2,-4,4,-9,-0.6,2
CN(C)S(=O)(=O)n1ccnc1,-9,-1.2,-38,0.5,·,-9,-6,1,-0.1,0
CC(=O)c1ccc(OCC(O)CN2CCN(c3ccc(F)cc3)CC2)cc1 (stereo unspecified),8,i,22,-1.7,2.9,-16,-3,8,-0.2,-6

# Overlap with the part before: three compounds, then new ones.
SMILES,Y pestis TopoI,BH1578 lux ind,DUSP3 inh,BoNT-A LC inh2,TcdB GH inh,CCHFV vOTU inh,3CLpro inhibitor,PriA SSB inh,PfHsp40 rescue,Anthrax LF prot
O=C(CC1SC(=NCc2ccccc2)NC1=O)Nc1ccccc1 (stereo unspecified),1,i,42,0.5,1.2,-4,4,-9,-0.6,2
CN(C)S(=O)(=O)n1ccnc1,-9,-1.2,-38,0.5,·,-9,-6,1,-0.1,0
CC(=O)c1ccc(OCC(O)CN2CCN(c3ccc(F)cc3)CC2)cc1 (stereo unspecified),8,i,22,-1.7,2.9,-16,-3,8,-0.2,-6
CCc1cc(=O)oc2cc(OCC(=O)NCCN3CCOCC3)c(Cl)cc12,-11,-0.2,24,-0.5,-7.0,18,0,-1,-0.5,2
CC(C)OCCCNc1ncnc2c1[nH]c1ccc(F)cc12,3,·,19,0.7,·,-9,4,-23,-0.1,-5
COc1ccc(C2N(c3ccccn3)C(=O)C3CCCN32)c(OC)c1 (stereo unspecified),-5,i,-1,-0.3,·,-11,4,-8,-0.4,3
Cc1sc2nc(CSc3ncn[nH]3)[nH]c(=O)c2c1C,8,0.0,41,-0.3,1.3,7,2,-7,-1.0,-4
CC(C)Cc1nc(S(=O)(=O)c2ccc(Cl)cc2)c(N2CCOCC2)o1,1,·,6,0.5,·,·,2,-11,-1.6,-3
O=C(Nc1ccc(C(=O)O)cc1)/C(=C\c1ccco1)NC(=O)c1ccccc1,4,-0.2,27,-0.6,-1.1,9,-1,-6,-0.4,3
COC(=O)C(Cc1cnc(Cl)s1)(C(=O)OC)c1ccc(C(F)(F)F)cc1[N+](=O)[O-],-2,3.7,6,-2.1,·,12,-1,37,-0.4,-1

# Compound activity as filed in PubChem.

# Not all compounds are listed, so the mix of outcomes need not match the whole.
